# From PubChem BioAssay
# Growth percent in the NCI-60 one-dose screen (48 h, 10 µM unless noted): 100 = growth as untreated, 0 = no growth, -100 = all killed.
# HS 578T: HS 578T breast cancer. 78,000 compounds, 4.1% hits. AID 1794788
# MDA-MB-468: MDA-MB-468 breast cancer; 78,000 compounds, 8.5% hits
# BT-549: BT-549 breast cancer; 78,000 compounds, 4.4% hits; AID 1794793
# MCF7: MCF7 breast cancer; 82,000 compounds, 6.3% hits
# SR: SR leukemia cells. 73,000 compounds, 8.7% hits. AID 1794780
# K-562: K-562 leukemia | 78,000 compounds, 7.4% hits
# MDA-MB-231: MDA-MB-231 breast cancer; 81,000 compounds, 5% hits
# T-47D: T-47D breast cancer. 79,000 compounds, 5% hits. AID 1794792
# Starred values were filed as active, the others as inactive; . = not tested or not shown. How the source made its calls: active means growth percent below 10; inactive means the rest.
SMILES,HS 578T,MDA-MB-468,BT-549,MCF7,SR,K-562,MDA-MB-231,T-47D
O=C(O)c1ccc(C(=O)O)c(Br)c1,96,79,94,92,100,109,106,108
CC(C)(C)OC(=O)O/N=C(\C#N)c1ccccc1,101,109,115,102,78,91,105,104
O=C(/C=C/c1ccccc1)Nc1ncc(Cc2ccccc2Cl)s1,28,8.8*,55,19,18,13,40,21
CC(C)(C)CC(C)(C)c1ccc(OCCSC(=N)N)cc1,91,-24*,104,9.1*,-38*,0.3*,-7.1*,7.8*
S=C(SCc1c(Cl)cccc1Cl)N1CCSCC1,126,104,110,99,83,97,97,96
CCC(CC)NCCCCCNc1cc(OC)cc2cccnc12,91,58,88,58,109,85,84,74
OC1(c2ccccc2Cc2ccccc2)c2ccccc2Oc2ccccc21,95,99,88,68,88,70,80,48
CCOc1ccc(C(=O)O)c(O)c1,117,110,102,100,.,.,116,105
Cc1[nH]nc(-c2cccnc2)c1N=NN(C)C,96,92,136,98,93,99,99,108
O=C1Nc2ccccc2C2c3cccn3-c3ccccc3N12 (configuration not stated),78,48,83,60,50,24,47,76
C#Cc1ccc(-n2c(/C=C/c3c[nH]c4ccc(OC)cc34)nc3ncccc3c2=O)cc1,107,96,103,94,89,101,100,89
CCCCOc1c(Cl)cc(Cl)cc1-c1ccccc1,99,94,.,95,96,106,90,.
COc1cc(CNC(=O)CCCC/C=C/C(C)C)ccc1OCc1cn(-c2cccc([N+](=O)[O-])c2)nn1,91,72,96,74,78,81,88,72
O=C(CCc1c[nH]c2ccccc12)NNC(=O)Cn1nnc(-c2ccccc2)n1,113,119,.,101,.,110,132,96
COc1ccc2c(c1)c(-c1nc(-c3cn(C)c4c(Cl)nccc34)cs1)cn2C(=O)OC(C)(C)C,92,99,89,91,70,69,97,46
O=c1[nH]c(S)c(/C=C2\C=c3ccccc3=NC2=S)s1,34,93,87,90,87,82,93,85
CCCOc1ccc(-c2nc(-c3ccc([N+](=O)[O-])cc3)cs2)cc1,115,96,125,94,85,84,111,83
Fc1ccc2nc(Cl)c(Cn3nnc(SCc4ccccc4)n3)cc2c1,95,103,96,92,94,100,94,95
CCOC(=O)c1ccc(N=C(N)N)cc1,102,106,92,88,112,87,95,85
O=c1c2cc(C(F)(F)F)ccc2sc2c(NCCCNCCO)nc3ccccc3c12,-9.6*,-74*,86,-60*,-39*,-47*,-59*,-6.0*
Clc1ccc(CSc2nnc(-c3ccc4c(c3)nc(-c3ccccc3)n4C3CCCCC3)o2)cc1,99,78,90,59,55,.,76,36
CCOC(=O)C1=NN(c2ccccc2)C(=O)C1N=Nc1c(Br)cc(S(N)(=O)=O)cc1Br (configuration not stated),108,101,105,94,96,90,105,87
CN(C)C(=O)c1ccccc1C(=O)O,117,106,.,95,104,93,101,94
OC(c1ccccc1)C(O)c1ccccc1 (configuration not stated),108,89,.,103,99,101,114,95
O=C(Nc1cccc(Cl)c1)Oc1c(Cl)cc(Cl)c(Cl)c1Cl,102,111,81,88,110,93,111,.
CC(=O)N1C/C(=C\c2cc3c(cc2C)OCO3)C(=O)/C(=C/c2cc3c(cc2C)OCO3)C1,107,.,104,93,95,95,118,97
Nc1c(C(=O)Nc2ccccc2C(F)(F)F)sc2nc3c(cc12)C(=O)CCC3,86,52,93,77,76,55,76,86
COC(=O)/C=C/c1ccncc1,90,94,.,96,95,104,98,99
Cc1ccc(S(=O)(=O)Oc2ccc(-c3cn4ccsc4n3)cc2)cc1,96,87,98,91,76,89,112,78
Cc1cc2ncn(C(=O)/C=C/c3ccccc3)c2cc1C,86,54,78,30,26,47,87,55

# Structural class, the entries above with bromine
SMILES,HS 578T,MDA-MB-468,BT-549,MCF7,SR,K-562,MDA-MB-231,T-47D
O=C(O)c1ccc(C(=O)O)c(Br)c1,96,79,94,92,100,109,106,108
CCOC(=O)C1=NN(c2ccccc2)C(=O)C1N=Nc1c(Br)cc(S(N)(=O)=O)cc1Br (configuration not stated),108,101,105,94,96,90,105,87

# The list continues.
SMILES,HS 578T,MDA-MB-468,BT-549,MCF7,SR,K-562,MDA-MB-231,T-47D
COc1cc(-c2nn(C(C)(C)C)cc2-c2ccnc(NCCCNS(=O)(=O)c3ccccc3)n2)ccc1Cl,68,67,81,70,56,41,49,82
CC(=O)O[C@H]1C[C@@]2(C)[C@@H](CC(N)[C@H]3[C@@]4(C)CCC(N)[C@@H](C)[C@@H]4CC[C@@]32C)/C1=C(\CCC=C(C)C)C(=O)O (some centres not stated),102,103,108,97,104,100,105,98
COc1ccc(-c2ccnc3c(C#N)c(Nc4ccccc4)nn23)cc1OC,84,79,86,90,74,94,64,81
Cc1cc(Cl)ccc1NC(=O)/N=C1\NC(=O)CS1,111,109,100,94,94,88,109,93
Cc1cc[n+](CCc2ccccc2)cc1C,101,74,117,102,96,81,.,93
CCCCOc1ccccc1N,.,120,109,100,101,94,87,94
COc1cc(C2CC(c3ccc(F)cc3)=NN2C=O)ccc1OCc1cc(OC)c(OC)c(OC)c1 (configuration not stated),.,63,106,87,105,85,86,66
O=C(O)c1cc(=S)nc[nH]1,100,103,86,106,81,90,97,109
CC(C)(c1ccc(O)cc1)c1ccc(O)c(C(=O)O)c1,119,121,96,108,88,99,97,98
CCOC(=O)C1=C(C)NC(SCc2nc(C)c(C)nc2C)N=C1c1ccccc1Cl (configuration not stated),96,92,90,92,92,81,97,85
CC(C)(C)c1cc(C(C)(C)C)cc(S(=O)(=O)Nc2cc3ccccc3cc2C(=O)NCCN)c1,73,-70*,101,-11*,-32*,-37*,5.9*,5.1*
O=[N+]([O-])c1cc2c(c3cccnc13)COCO2,77,106,96,92,116,95,100,104
CCC(=O)c1ccc([N+](=O)[O-])cc1,110,92,119,97,.,.,106,102
c1csc(-c2ccc(CNc3c4ccccc4nc4ccccc34)cc2)c1,61,-73*,34,-63*,-44*,-40*,38,72
C/C=C1/C[N+]2(CCl)CC[C@@]34C[C@H]5[C@@H]6C[C@H]7c8c(c9ccccc9n8C)C[C@@H]([C@@H]6CO[C@@]5(C)O[C@@]35[C@@H]2C[C@@H]1[C@@H](C(=O)OC)N5c1ccccc14)N7C (some centres not stated),100,41,109,79,95,47,80,93

# Single records, from the list above.
# `OC1(c2ccccc2Cc2ccccc2)c2ccccc2Oc2ccccc21` reads HS 578T = 95; MDA-MB-468 = 99; BT-549 = 88; MCF7 = 68; SR = 88; K-562 = 70; MDA-MB-231 = 80; T-47D = 48
# `O=[N+]([O-])c1cc2c(c3cccnc13)COCO2` reads HS 578T = 77; MDA-MB-468 = 106; BT-549 = 96; MCF7 = 92; SR = 116; K-562 = 95; MDA-MB-231 = 100; T-47D = 104

# The list goes on.
SMILES,HS 578T,MDA-MB-468,BT-549,MCF7,SR,K-562,MDA-MB-231,T-47D
C[Si](C)(CCC(=O)O)O[Si](C)(C)CCC(=O)O,93,108,100,92,106,118,97,103
CCN(CC)CCC(C)Cl (configuration not stated),127,95,89,99,106,98,109,97
CCCSc1nc(NC2CC2)c(C#N)c(-c2ccc(C(C)C)cc2)n1,88,90,90,80,.,21,87,83
CC1=CC2OC34COC3CC(OC(=O)C(F)(F)F)C4(C)C2(C)CC1 (configuration not stated),98,87,96,94,99,120,101,94
O=C(N/N=C/c1ccc(-c2cccc([N+](=O)[O-])c2)s1)c1[nH]c2ccc(Br)cc2c1-c1ccccc1,82,103,88,54,70,93,75,92
Nc1cc(C(F)(F)F)ccc1F,93,108,103,100,102,107,89,106
CCCCCCCCCC=O,102,109,106,97,95,94,109,88
C=C1C(=O)O[C@H]2[C@H]1CC/C(COC(=O)/C=C/C(=O)OC/C1=C/CC[C@@]3(C)O[C@H]3[C@H]3OC(=O)C(=C)[C@@H]3CC1)=C\CC[C@@]1(C)O[C@@H]21,90,-6.0*,94,22,7.6*,5.2*,-7.3*,33
COc1ccc(Cn2nc(-c3ccccc3)c3c2CCc2cnoc2-3)cc1,91,43,82,73,36,36,56,43
Cc1cc2nc(/C=C/c3nc4cc(C)c(C)cc4[nH]3)[nH]c2cc1C,92,61,68,79,101,101,95,84
COc1cc(-c2nc3ccc(/C=C/C(=O)c4cc(F)cc(F)c4)cc3s2)ccc1F,87,91,99,91,.,86,83,88
CN1CCc2c(sc3ncnc(N/N=C/c4ccc(Cl)cc4Cl)c23)C1,.,-68*,-40*,3.8*,-17*,-21*,.,77
O=C(/C=C/c1ccc(I)cc1)c1c(O)ccc2ccccc12,99,104,112,75,83,91,85,72
O=C(C[n+]1ccc(/C=C/c2ccncc2)cc1)c1ccc(Br)cc1,87,70,104,60,96,65,77,73
BrCc1ccc(CCc2ccc(CBr)cc2)cc1,98,119,97,93,93,91,115,96

# Molecules above that contain a CF3 group (4):
SMILES,HS 578T,MDA-MB-468,BT-549,MCF7,SR,K-562,MDA-MB-231,T-47D
O=c1c2cc(C(F)(F)F)ccc2sc2c(NCCCNCCO)nc3ccccc3c12,-9.6*,-74*,86,-60*,-39*,-47*,-59*,-6.0*
Nc1c(C(=O)Nc2ccccc2C(F)(F)F)sc2nc3c(cc12)C(=O)CCC3,86,52,93,77,76,55,76,86
CC1=CC2OC34COC3CC(OC(=O)C(F)(F)F)C4(C)C2(C)CC1 (configuration not stated),98,87,96,94,99,120,101,94
Nc1cc(C(F)(F)F)ccc1F,93,108,103,100,102,107,89,106

# Next structures follow:
SMILES,HS 578T,MDA-MB-468,BT-549,MCF7,SR,K-562,MDA-MB-231,T-47D
C=C(C)[C@@H]1CC[C@]2(C(=O)O)CC[C@]3(C)[C@H](CC[C@@H]4[C@@]5(C)C[C@@H](CC#Cc6ccc([N+](=O)[O-])cc6)[C@H](O)C(C)(C)[C@@H]5CC[C@]43C)[C@@H]12,60,.,56,16,49,26,58,32
C=CCOC(=O)C1=C(C)NC2=C(C(=O)CC(c3ccc(Cl)cc3)C2)C1c1cccnc1 (configuration not stated),70,58,82,73,33,41,69,76
O=c1cc(-c2ccccc2)nc(SCc2ccccc2Cl)[nH]1,96,94,110,81,107,86,93,86
Cc1nc(-c2ccccc2)cc2c(O)c(C(=O)N/N=C/c3ccc(O)cc3O)[nH]c(=O)c12,113,99,105,96,101,90,105,98
COc1ccc(/C=C/c2nc(Oc3ccc(-c4ccn[nH]4)cc3)c3ccccc3n2)cc1,90,95,91,80,90,106,72,89
C#CCSC(CC)(CC)C(N)=O,97,102,.,91,103,107,108,98
COC1=CC(c2ccc[nH]2)=N/C1=C\c1[nH]c(C)c(C(=O)CCCCC(=O)Oc2ccc3c(c2)CCC2C3CC[C@]3(C)[C@@H](O)CC[C@@H]23)c1C (some centres not stated),54,52,50,27,23,14,11,5.6*
C=CCOC(=O)C1=C(C)NC2=C(C(=O)CC(C)(C)C2)C1c1cccc(O)c1 (configuration not stated),90,105,99,98,95,97,102,85
O=c1[nH]c(CNc2ccc(F)cc2)nn1Cc1ccccc1F,99,103,103,98,.,101,94,89
CC1(C)OC2COC3(CO)OC(C)(C)OC3C2O1 (configuration not stated),98,91,.,98,102,104,102,90
CCN(CC)CCCC(C)Nc1c2ccc(Cl)cc2nc2ccc(O)cc12 (configuration not stated),58,.,65,6.2*,.,-3.7*,47,50
COc1ccc(NC(=O)c2nc(-c3cc(OC)c(OC)c(OC)c3)n(-c3ccc(F)c(F)c3)n2)cc1,103,115,110,83,93,112,93,67
COC(=O)CCc1c[nH]c2ccc([N+](=O)[O-])cc12,101,100,85,89,.,96,101,99
CCN1CCC2(CC1)NC(=O)c1c(c3ccc(Cl)c(Cl)c3n1C)C2C#N (configuration not stated),54,-16*,37,35,26,23,60,75
C=CCN(CC=C)C(=O)OCC,112,106,101,98,105,97,117,114
CCC#CC[C@H]1C/C=C2/C(=O)C=C[C@@H]2C/C=C\CCCC(=O)O1,40,-3.5*,0.5*,18,5.4*,2.4*,16,24
CCN=c1cc2sc3cc(NCC)c(C)cc3nc-2cc1C,51,31,36,-11*,13,12,2.5*,-2.0*
CC(=O)OCC1OC(OCC2OC(OC(C#N)c3ccccc3)C(OC(C)=O)C(OC(C)=O)C2OC(C)=O)C(OC(C)=O)C(OC(C)=O)C1OC(C)=O (configuration not stated),102,95,101,102,91,97,.,.
C=CCn1c(=O)n(C)c(=O)c2c1nc(Cl)n2C,105,121,113,96,96,99,104,107
O=C(Nc1ccc2ncnc(Nc3nccs3)c2c1)c1cccs1,88,78,41,58,47,37,63,36
COc1ccc(S(=O)(=O)N2C(=O)N[C@H](OC)[C@H]2OC)c(OC)c1,95,107,104,88,76,101,103,106
COc1ccc(C2Nc3ccccc3-n3cccc32)cc1OC (configuration not stated),97,100,99,94,.,.,79,79
O=C(NCCCCNCCCNC(=O)c1ccc([N+](=O)[O-])cc1)c1ccc([N+](=O)[O-])cc1,102,86,83,95,.,88,97,82
Cc1ccc(S(=O)(=O)Oc2ccccc2[N+](=O)[O-])cc1,107,101,106,111,110,117,106,117
C#CCOc1cccc(-c2nc(N)nc(Nc3ccccc3SSc3ccccc3Nc3nc(N)nc(-c4cccc(OCC#C)c4)n3)n2)c1,52,73,59,61,-16*,43,48,40
O=C(c1ccccc1)c1c(/C=C/c2ccc(Br)cc2)nc2ccccc2c1/C=C/c1ccc(Cl)cc1,91,96,101,88,.,89,95,87
Cn1ncc2ncc(-c3ccc4ncnc(NCc5ccccc5)c4c3)cc21,79,59,94,52,85,73,82,40
O=C(CSc1nnc2n3c(nn12)SCC(c1ccccc1)=N3)c1ccc(Cl)cc1,103,110,105,91,107,108,109,99
O=c1cc(-c2ccccc2)oc2cc(OCc3cn(Cc4ccc([N+](=O)[O-])cc4)nn3)cc(O)c12,86,81,83,88,.,104,83,85
O=C1c2[nH]c3ccccc3c2CC1N1C(=O)c2ccccc2C1=O (configuration not stated),109,117,103,93,77,98,109,98
CCN1C(=O)N(CC)C2Nn3c(s/c(=C\c4ccc(Br)cc4)c3=O)=NC21 (configuration not stated),91,98,93,93,101,96,86,95

# Compounds as they come. About 14% of those tested had a hit in this group.
